# GSIS activator: GLuc luminescence reporter in INS-1E cells, primary screen for activators of glucose-dependent secretion of insulin | INS-1E GLuc reporter insulin secretion, 2-3 h | activation, % at 16.6 µM | 0.61% of 370,000 active | AID 743287, 2014;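 active = lowest replicate activation of at least 40%, so every replicate reaches that level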;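 also: 0% = median of neutral control wells and 100% = median of IBMX positive control wells; some compounds called inactive have numbers as strong as hits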
# RAD54 branch: inhibitors of human RAD54 branch migration, primary screen, biochemical, fluorescence, single point; 0.14% of 360,000 active; DNA repair and recombination protein RAD54-like (Homo sapiens), Q92698; AID 602329, 2012; RAD54 Holliday junction branch migration, FAM/BHQ fluorescence; inhibition, % at 10.4 µM;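 active = mean normalized replicate activity at least 40 and at least half of replicates scoring 40 or more; inconclusive = only one of the two criteria met; inactive = mean below 40 and under half of replicates reaching 40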;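 also: 0% = median of neutral control wells and 100% = median of positive control wells; inhibitors cause a drop in the FAM fluorescence signal; in these data hits start at about 50%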
# DENV2 CPE rescue: inhibitors of DENV2 cytopathic effect, primary screen, cell-based, plate reader, single concentration; DENV2-infected cells, cytopathic effect rescue; CPE inhibition, % at 9.99 µM; 1.7% of 350,000 active; in the data active = CPE inhibition above about 20%, passing the limit was not always enough; inconclusive = no clear call, values can overlap the other calls; tested in BHK-21 cells;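 also: 0% = median of neutral control wells and 100% = median of positive control wells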
# RAD52 anneal inh: RAD52 DNA annealing inhibitors, primary screen, biochemical, FRET, single point, set 2; DNA repair protein RAD52 homolog (Homo sapiens), P43351; recombinant RAD52 DNA annealing, FRET fluorescence; inhibition, % at 18.7 µM; 0.46% of 360,000 active; AID 651710, 2012;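 active = every replicate showing at least 50% inhibition; inconclusive = mean inhibition at least 50% but not in every replicate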
# Xi reactivation: activators of inactive X chromosome reactivation, primary screen, imaging, XiGFP fibroblasts, GFP high-content imaging, set 2 | AID 743238, 2013 | activation, % at 7.58 µM | XiGFP mouse fibroblasts, % GFP-positive cells imaging, 3 d; cells co-treated with 5-aza-dC sensitizer; scaled so ellipticine positive control = 100% | 0.055% of 360,000 active;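 active = mean normalized replicate activation at least 10% and every replicate at or above 10%; inconclusive = only one of the two criteria met; inactive = mean below 10% and not all replicates reach 10%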;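 also: 0% = median of on-plate neutral control wells and 100% = ellipticine 6 µM median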
#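 Assay system – SV40-immortalized XiGFP fibroblast cells, line 68-5-11 · Buffer or medium – DMEM supplemented with 5-aza-dC as sensitizing agent · Dosing – one concentration, pinned · Benchmarks – positive control ellipticine, 6 µM final · Times – 3 days compound exposure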
# CASP6 VEID inh: human caspase-6 inhibitors, primary screen, biochemical, VEID-R110 fluorescence, single point, set 2; 0.53% of 350,000 active; inhibition, % at 12.5 µM; AID 686996, 2013; purified caspase-6, Z-VEID-R110 cleavage fluorescence;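 active = mean inhibition across replicates at least about 35%, with every replicate also reaching that limit, limit read from the data; inconclusive = only one of the two criteria met; inactive = neither criterion met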;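 also: 0% = median of neutral control wells and 100% = no fluorescence left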
# Target sequence (P55212 24-179 limits assumed): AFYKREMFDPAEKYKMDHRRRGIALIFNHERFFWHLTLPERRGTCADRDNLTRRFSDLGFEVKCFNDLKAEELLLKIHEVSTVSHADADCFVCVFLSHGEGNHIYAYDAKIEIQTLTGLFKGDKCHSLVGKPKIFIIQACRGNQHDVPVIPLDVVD
# Target sequence (P55212 194-293 limits assumed): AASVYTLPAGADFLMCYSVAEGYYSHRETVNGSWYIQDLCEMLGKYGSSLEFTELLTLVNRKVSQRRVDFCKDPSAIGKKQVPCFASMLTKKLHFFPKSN
# E-selectin induc: E-selectin induction in HUVECs, primary screen, imaging, HUVEC, immunofluorescence imaging, single point; P16581; normalized: neutral wells 0, TNF-alpha wells 100; activation, % at 7.58 µM; 0.37% of 260,000 active; AID 686992, 2013;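 active = mean E-selectin-positive cell signal at least 10% of the positive control, reached in at least 60% of replicates, without over 20% cell loss; inconclusive = no rule given, readout overlaps actives, possibly toxicity-flagged; inactive = the rest, including those meeting only one limit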;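 also: in these data hits start at about 27%; measured in HUVEC primary endothelial cells; signal is the percent of cells scored E-selectin positive by PE staining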
# Target sequence (P16581 whole entry, looked up): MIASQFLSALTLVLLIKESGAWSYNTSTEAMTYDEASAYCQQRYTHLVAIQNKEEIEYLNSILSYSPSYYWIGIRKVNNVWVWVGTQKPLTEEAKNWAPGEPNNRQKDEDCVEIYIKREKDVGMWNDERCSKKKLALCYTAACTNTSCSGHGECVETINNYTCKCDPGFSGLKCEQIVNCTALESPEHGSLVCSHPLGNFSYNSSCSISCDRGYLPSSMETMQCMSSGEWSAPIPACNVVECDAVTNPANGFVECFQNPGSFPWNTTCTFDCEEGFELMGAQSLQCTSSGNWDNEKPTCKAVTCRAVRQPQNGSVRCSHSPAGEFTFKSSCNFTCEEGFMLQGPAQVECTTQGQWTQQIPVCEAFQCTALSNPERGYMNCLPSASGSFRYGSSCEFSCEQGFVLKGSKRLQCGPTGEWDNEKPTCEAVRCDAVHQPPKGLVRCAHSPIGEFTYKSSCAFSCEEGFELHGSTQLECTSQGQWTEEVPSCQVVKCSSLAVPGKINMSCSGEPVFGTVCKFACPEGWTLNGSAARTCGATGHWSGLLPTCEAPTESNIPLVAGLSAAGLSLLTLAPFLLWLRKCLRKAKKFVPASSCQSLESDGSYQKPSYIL
#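 Assay system: HUVEC primary endothelial cells. Input: 3,000 HUVEC seeded per well. Doses: one compound dose added by pin transfer. Read-out basis: % PE-positive cells. Benchmarks: TNF-alpha high, DMSO low. Detection: immunofluorescence imaging. Buffer or medium: EGM-2, gelatin.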
# F508del corr: F508del CFTR correction, initial screen, CFBE line, single point; activity (quench increase), % at 7.58 µM; 0.36% of 350,000 active; CFBE cells, YFP halide quenching; stimulated with forskolin plus potentiator P3; % fluorescence drop versus neutral controls;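 active = mean added fluorescence quench of at least 8% versus neutral control, with both replicates also reaching 8%; inconclusive = only one of the mean or replicate conditions met; inactive = mean below 8% and not both replicates reaching 8%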;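 also: cells transiently co-express mutant CFTR-F508del with the halide-sensitive YFP; corrector assay measuring rescue of mutant channel to the surface after 24 h compound exposure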
# * marks the source's active call; other numbers are inactive results; ? = inconclusive; . = not tested or not shown.
# Each structure is followed by: GSIS activator	RAD54 branch	DENV2 CPE rescue	RAD52 anneal inh	Xi reactivation	CASP6 VEID inh	E-selectin induc	F508del corr
> COc1ccc(NC(=O)N[C@@H]2CC[C@@H](CCNC(=O)Cc3ccncc3)O[C@@H]2CO)cc1
 : 6	-2	6	-18	0.0	1	-0.7	-2.1
> Cc1ccc(NC(=O)c2ccc3c(SCC(=O)O)c4c(nc3c2)CCCC4)c(Br)c1
 : 2	-13	-4	-16	0.0	27	.	3.3
> CO[C@@H]1CN(C)C(=O)c2cc(NC(=O)Nc3ccccc3Cl)ccc2OC[C@@H](C)NC[C@@H]1C
 : 6	4	2	-3	0.1	-2	-0.2	-1.1
> CC(=O)N1c2ccc(S(=O)(=O)NCCc3ccc(Cl)cc3)cc2CC1C (centres undefined)
 : -14	-4	-1	-14	0.1	5	0.0	3.1
> O=C(C[C@@H]1CC[C@@H]2[C@H](COC[C@H](O)CN2C(=O)Nc2ccc(Cl)c(Cl)c2)O1)NCc1ccccc1
 : -21	-2	-12	-5	-0.1	-3	0.0	0.8
> CCOC(=O)c1c(NC(=O)COC(=O)C2CC2C)sc(C)c1C (centres undefined)
 : 29	.	0	-1	-0.1	-2	.	-1.1
> O=C(C[C@H]1C[C@@H]2c3cc(NC(=O)CC4CC4)ccc3O[C@@H]2[C@H](CO)O1)NCC(F)(F)F
 : -2	-10	-2	-15	0.1	0	-0.4	3.4
> O=C(c1ccc(S(=O)(=O)NCc2ccco2)cc1)N1CCN(Cc2ccc3c(c2)OCO3)CC1
 : -8	-1	-9	-19	0.0	-1	-1.1	-0.8
> CC(C)NC(=O)Nc1ccc2c(c1)C(=O)N([C@H](C)CO)C[C@@H](C)[C@@H](CN(C)C(=O)C1CCCCC1)OCCCC[C@H](C)O2
 : -3	.	.	.	1.1	.	0.0	0.1
> O=C(O)/C=C/C(=O)Nc1ccc(NC(=O)c2ccccc2)c(Cl)c1
 : 7	.	16	-12	0.0	3	.	-1.4
> CN(C)CC(=O)Nc1ccc2c(c1)[C@H]1C[C@H](CC(=O)NCc3cc(F)ccc3F)O[C@H](CO)[C@H]1O2
 : 13	14	8	7	0.1	0	-0.2	1.5
> CCn1cc(CCCC(=O)NCc2ccc(OC)cc2)c2ccccc21
 : -33	1	?	-13	0.1	-2	0.2	-0.6
> Cc1cc(Cl)ccc1OC(C)C(=O)NCCc1ccc2c(c1)OCCO2 (centres undefined)
 : 10	.	-8	-10	0.1	-1	0.0	.
> CCOC(=O)C1CSCCS(=O)(=O)N1Cc1cc(F)ccc1Br (centres undefined)
 : -29	.	?	-18	-0.2	1	.	3.6
> C[C@@H]1CN([C@H](C)CO)C(=O)c2c(c3ccccc3n2C)-c2ccccc2CO[C@@H]1CN(C)Cc1cccc(O)c1
 : -22	.	-11	12	0.7	1	-0.3	0.0
> O=C(CN1C(=O)C2C3C=CC(C3)C2C1=O)OCC(=O)c1ccc([N+](=O)[O-])cc1 (centres undefined)
 : 12	15	0	-9	0.0	0	.	-2.0
> Cc1noc(C)c1NC(=O)N(C)C[C@@H]1Oc2ccc(NC(=O)Nc3ccc(C(F)(F)F)cc3)cc2CC(=O)N([C@@H](C)CO)C[C@@H]1C
 : 10	4	1	7	0.0	2	-13	-0.2
> Cc1nc(CCNC(=O)c2cc(COc3ccc(F)cc3Cl)on2)sc1C
 : -51	0	2	5	0.2	4	-0.2	-2.4
> O=C(NCCc1ccccc1)C1CCN(c2nc3ccccc3o2)CC1
 : 6	.	1	3	.	5	.	2.1
> O=S(=O)(c1ccc(Cl)c(C(F)(F)F)c1)N1CCN(c2ccccn2)CC1
 : -3	.	?	-14	0.0	-1	.	4.1
> CCC(Sc1nc(C)cc(=O)[nH]1)C(=O)Nc1ccc(Cl)cn1 (centres undefined)
 : .	-4	-12	-8	0.0	0	-0.3	-1.5
> Cc1cc(-c2nc(-c3ccc(C(C)(C)C)cc3)no2)no1
 : 5	-1	0	-18	-0.1	0	.	-1.2
> C(=N\Nc1nc2ccccc2[nH]1)/c1ccc2ncccc2c1
 : 10	-5	7	-7	0.0	0	0.8	-3.1
> CCN(CC)C(=O)C1=C(C)N(Cc2ccc(C(C)(C)C)cc2)C(=O)C(CC(=O)NCc2ccco2)C1 (centres undefined)
 : -41	6	1	-14	0.2	4	0.4	-1.0
> C[C@H](CO)N1C[C@H](C)[C@H](CN(C)Cc2cccc(C(=O)O)c2)Oc2cc(C3=CCCCC3)ccc2S1(=O)=O
 : 6	3	-4	-5	0.0	4	0.7	1.1
> CCOC(=O)C(CC(=O)O)=C(c1ccccc1)c1ccccc1
 : 18	-8	-7	-14	0.0	-3	0.1	-1.4
> COc1ccc(OC)c(N(CC(=O)N2CCOCC2)S(C)(=O)=O)c1
 : 22	1	-1	-2	0.2	-1	0.0	-0.8
> CC(C)NC(=O)N1CCCCN2[C@H](CO)[C@@H](c3ccc(C#CC4CC4)cc3)[C@@H]2C1
 : 4	-2	-4	6	0.4	0	0.3	-0.8
> COc1ccc(NC(=O)Nc2ccc3c(c2)C(=O)N([C@H](C)CO)C[C@H](C)[C@@H](CN(C)Cc2ccc(C(=O)O)cc2)O3)cc1
 : 28	-2	-3	-6	0.2	1	-5.1	0.1
> O=C(Nc1ccc2c(c1)OCO2)c1cc(-c2ccncc2)nc2ccccc12
 : 11	?	-4	12	0.6	2	.	0.6
> COc1cc(C2c3cc4c(cc3OC(NCCc3ccccc3)C2C)OCO4)cc(OC)c1OC (centres undefined)
 : 2	.	-1	-4	1.1	0	-0.1	0.7
> C[C@H](CO)N1C[C@H](C)[C@H](CN(C)C(=O)CN(C)C)Oc2cc(-c3ccc(C#N)cc3)ccc2S1(=O)=O
 : 16	25	2	22	0.1	2	-0.6	-2.1
> CS(=O)(=O)N1N=C(c2cccs2)CC1c1ccccc1O (centres undefined)
 : 9	.	2	-7	0.0	2	.	-3.9
> CC1CC(C)CN(C(C(=O)NC2CCCCC2)c2ccnc3ccccc23)C1 (centres undefined)
 : -5	-6	17	-15	.	1	0.2	1.0
> Cn1c(-c2ccc(Br)cc2)cnc1NCc1ccc(C#N)cc1
 : -9	-1	-6	-19	0.1	7	.	2.4
> CC(=O)OC1CC2(C)C(=O)CCC2C2CCc3cc(O)ccc3C12 (centres undefined)
 : 1	1	0	0	.	0	.	-2.1
> C=CC[C@@H](CC(=O)N[C@@H](CO)Cc1ccccc1)C(=O)N[C@H](C)COC(=O)[C@@H](CC=C)Cc1ccc(F)cc1
 : -1	9	2	1	0.2	0	-0.4	-3.3
> COCCn1cnc2c1c(=O)n(CC(=O)O)c(=O)n2Cc1ccccc1
 : -2	17	?	-26	0.0	-5	-0.2	-0.2
> C[C@H]1CN([C@@H](C)CO)S(=O)(=O)c2ccc(C3=CCCC3)cc2O[C@H]1CN(C)C(=O)c1cnccn1
 : 8	0	-3	-3	-0.8	2	-0.3	0.8
> COc1ccccc1-c1cn(CC[C@H]2CC[C@H](NC(=O)Cc3ccccn3)[C@H](CO)O2)nn1
 : -6	1	0	-2	-0.5	-2	-0.8	1.2
> Cc1cc(C)c(C#N)c(SCCS(=O)(=O)c2ccc(Cl)cc2)n1
 : 10	2	8	-30	0.2	-2	1.2	-2.0
> O=C1CNC[C@H]2[C@@H](c3ccc(C4=CCCCC4)cc3)[C@@H](CO)N12
 : 4	.	1	-2	0.1	5	0.0	-0.4
> CC(C(Sc1ccccc1N)c1ccccc1)[N+](=O)[O-] (centres undefined)
 : .	.	4	-6	0.1	-5	.	1.1
> COc1ccc(S(=O)(=O)N[C@@H]2C=C[C@@H](CC(=O)N3CCN(c4ccccc4)CC3)O[C@@H]2CO)cc1
 : -2	3	6	-11	0.0	2	-1.7	0.8
> COCCCNC1=C(C#N)C(=O)NC(c2cccs2)S1 (centres undefined)
 : .	1	0	-5	0.3	4	1.0	-4.0
> CC(C)(C)OC(=O)NCCCC[C@H](NC(=O)[C@H](Cc1c[nH]c2ccccc12)NC(=O)OCc1ccccc1)C(=O)O
 : -3	-8	-6	-7	0.3	39*	0.1	-3.5
> Cc1ccccc1C(=O)Nc1ccnn1C1CCN(C(=O)c2cnsn2)CC1
 : 14	-6	1	0	0.1	-3	0.5	-1.6
> CCOC(=O)C1=C(C)Nc2sc(C(=O)c3ccc(C)cc3)c(N)c2C1c1ccc(C(=O)OC)cc1 (centres undefined)
 : -2	-14	-3	-22	0.0	2	-1.8	.
> COc1ccccc1CN1CC(C(=O)N2CCCCO2)CCC1=O (centres undefined)
 : 11	-1	1	-2	0.1	.	.	-0.2
> COc1ccc(OC)c(C2CC(=O)N3CN(c4ccccc4)CSC3=C2C#N)c1 (centres undefined)
 : 9	-13	1	-9	0.0	4	.	3.1
> C[C@H]1CN([C@@H](C)CO)C(=O)c2cc(-c3ccc(F)cc3)cnc2O[C@H]1CN(C)Cc1ccc(F)cc1
 : -5	.	.	.	-0.9	.	-0.1	-1.3
> O=C(CCNC(=O)C1CCN(S(=O)(=O)c2ccc(F)cc2)CC1)NCc1ccc(Cl)cc1
 : 23	16	6	-26	0.3	0	.	-0.3
> O=C(O)CCn1c(=O)oc2cc(S(=O)(=O)N3CCCC3)ccc21
 : -6	-3	-8	-8	-0.1	1	-0.2	-0.1
> Cc1ccc2cc(CCNC(=O)CCCc3ccccc3)c(=O)[nH]c2c1
 : .	11	-1	-8	0.1	0	.	0.6
> O=C(NC(=S)N1CCc2ccccc21)C1CCC1
 : .	6	-8	-24	0.0	0	6.6	-1.8
> CN(C(=O)c1ccccc1)C1c2c(ccc3ccccc23)OCC1CO (centres undefined)
 : -4	-1	3	-14	0.5	-1	0.1	-0.2
> O=C(CCn1c(=O)c2cccn2c2ccc(F)cc21)NCc1cccc(F)c1
 : 10	0	-5	-14	0.0	1	.	-0.2
> N#C/C(=C\c1ccc(O)c(O)c1)C(=O)NCc1ccccc1
 : .	-8	-6	-67	0.2	12	-2.4	5.8
> C[C@H]1CCCCO[C@H](CN(C)C(=O)Nc2ccc(F)cc2)[C@@H](C)CN([C@@H](C)CO)C(=O)c2cc(NC(=O)Nc3ccc(C(F)(F)F)cc3)ccc2O1
 : 1	-1	-1	-19	0.3	-1	0.0	4.1
> CC(=O)NC(CC(=O)NNC(=O)c1cc2ccccc2cc1O)c1ccccc1 (centres undefined)
 : -12	9	-8	-36	0.0	-1	0.6	1.5
> COc1ccc(NC(=O)CCS(=O)(=O)c2ccc3c(c2)NC(=O)C(C)S3)cc1OC (centres undefined)
 : 10	10	-4	-7	0.0	5	2.7	-1.2

# Bioassay records deposited in PubChem BioAssay by Broad Institute.

# Not a hit list. About 3.7% of those tested had a hit in this group.
